HTT cytoprotect – protects HTT-Q103 PC12 cells, measured by ATP; PC12 HTT-Q103 induced, cytoprotection, ATP luminescence, 40 h; Potency, µM (series often up to 56.4 µM), inactives show cytoprotection (ATP increase), actives largely listed as activators; actives 0.14% (n = 230,000); AID 1471;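 also: potency is read from the fitted curve at half-maximal effect; % of control where 0% means no effect; nearly all actives have a fitted effect of over 45% in size; toxic huntingtin expression switched on by the ecdysone agonist tebufenozide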
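Readout: ATPlite luminescence (ATP level). Model: stable PC12, inducible Htt exon1 Q103-GFP. Inducer: tebufenozide, 100 nM final. Compounds: dose series. No G418 in medium.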
GAA glycogen – alters human alpha-glucosidase cleavage of glycogen | P10253 | recombinant GAA, glycogen substrate, Amplex Red glucose oxidase fluorescence | Potency, µM (highest dose often 76.4 µM), for inactives: at the highest dose activity change, negative = inhibition, hits mostly inhibitors | actives 0.38% (n = 300,000) | AID 2100;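 also: potency is read from the fitted curve at half-maximal effect; 0% = full enzyme reaction and -100% = no-enzyme basal signal; the screen sought inhibitors and activators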
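Recombinant enzyme (4 nM final) with compounds titrated up to 77 uM and bovine liver glycogen (30 ug) in citrate pH 5.0, 0.01% Tween-20, 37 C 40 min. Released glucose detected by Amplex Red/glucose oxidase (Ex 573/Em 610); AC50 from Hill fits.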
GAA spleen mod – inhibitors or activators of human alpha-glucosidase in spleen homogenate; P10253; human spleen homogenate, 4-MU-alpha-glucoside fluorescence; Potency, µM (highest dose often 79.9 µM), for the others: top-dose activity change, negative = inhibition, most hits filed as inhibitors; actives 0.006% (n = 240,000); AID 2112;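 also: potency is read from the fitted curve at half-maximal effect; 0% = enzyme with vehicle and -100% = no enzyme basal signal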
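Enzyme source: human spleen homogenate, 1 ug/well. Buffer 50 mM citric acid/K phosphate pH 5.0, 0.01% Tween-20. 4-MU-alpha-glucoside 1 mM; 37 C x 40 min; NaOH/glycine stop; fluorescence.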
CBFb-RUNX1 inh – inhibitors of human CBF-beta and RUNX1 interaction; 230,000 tested, under 10 active; AID 1477; AlphaScreen CBFb-His/RUNX1-biotin binding, biochemical; Potency, µM (top dose mostly 59.8 µM), without a hit: top-dose activity, negative = inhibition, hits mostly inhibitors; also: % of control where 0% means no effect
Target sequence (Q01196 whole entry, looked up): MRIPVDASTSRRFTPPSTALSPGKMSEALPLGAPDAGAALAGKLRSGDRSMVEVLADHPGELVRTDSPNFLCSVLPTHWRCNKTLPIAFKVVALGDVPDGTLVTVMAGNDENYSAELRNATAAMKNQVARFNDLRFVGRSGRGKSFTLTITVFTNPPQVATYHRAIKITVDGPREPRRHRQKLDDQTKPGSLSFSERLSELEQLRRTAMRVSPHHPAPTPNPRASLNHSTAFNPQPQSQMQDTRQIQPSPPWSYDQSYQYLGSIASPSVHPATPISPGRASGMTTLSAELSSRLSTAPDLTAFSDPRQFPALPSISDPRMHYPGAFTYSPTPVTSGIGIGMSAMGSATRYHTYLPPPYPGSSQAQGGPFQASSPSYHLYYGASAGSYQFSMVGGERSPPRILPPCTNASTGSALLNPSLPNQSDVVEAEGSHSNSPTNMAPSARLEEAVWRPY
Target sequence (Q13951 whole entry, looked up): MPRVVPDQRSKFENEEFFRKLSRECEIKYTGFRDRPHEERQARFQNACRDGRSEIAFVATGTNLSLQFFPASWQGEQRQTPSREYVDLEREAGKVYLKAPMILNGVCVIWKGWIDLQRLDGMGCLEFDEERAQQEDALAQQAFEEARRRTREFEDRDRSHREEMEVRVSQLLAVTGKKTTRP
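AlphaScreen proximity signal reports loss of binding between His-tagged CBF-beta and biotin-labelled RUNX1, each at 30 nM. Proteins are pre-associated for 20 minutes, compounds added for 15 minutes, then beads for 90 minutes, all at ambient temperature.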
GAA inh – blocks human lysosomal alpha-glucosidase. P10253. purified human GAA, 4-MU-alpha-glucoside fluorescence. Potency, µM (series often up to 76.9 µM), without a hit: top-dose activity change, negative = inhibition, most hits filed as inhibitors. actives 0.005% (n = 200,000);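 also: potency is read from the fitted curve at half-maximal effect; plate controls were uninhibited enzyme wells for no effect and no-enzyme background for full effect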
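Endpoint fluorogenic read: 20 min room-temperature reaction of 4 nM human alpha-glucosidase with 400 uM 4-methylumbelliferyl-alpha-D-pyranoside, pH 5.0, quenched with 1M NaOH/1M glycine pH 10. AC50 from Hill modeling.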
LMNA splice mod – changes lamin A minigene splicing in HeLa cells | HeLa LMNA splicing GFP/RFP minigene ratio, 48 h | AID 1487 | Potency, µM (highest dose often 46.1 µM), inactives show at the top dose ratio change, negative = inhibition, usual class: inhibitors | actives 0.01% (n = 200,000); active = well fitted inhibition curve with a large enough effect in the signal ratio, with a control signal flat, not every such curve was filed as active; inconclusive = small, poorly fitted or top-dose-only effect, or effect the other way, or a change in a side signal; the % refers to the signal ratio; also: potency is read from the fitted curve at half-maximal effect; % is scaled to controls: 0 for no effect and ±100 for the full control effect
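S3 HeLa cells stably expressing lamin A-EGFP splicing minigene plus DsRed2, 600 cells/well, 48 h compound exposure at 37C. Laser-scanning cytometry; analysed as GFP (500-530 nm)/RFP (575-640 nm) total intensity ratio; 0.5% DMSO vehicle.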
HTT aggregate – reduces HttQ103-GFP aggregates in PC12 cells. PC12 HttQ103-GFP aggregates, Acumen cytometry, 40 h. Potency, µM (series often up to 46.1 µM), without a hit: top-dose activity change, negative = inhibition, hits mostly inhibitors. actives 1.1% (n = 220,000). AID 1688; also: potency is read from the fitted curve at half-maximal effect; % is scaled to controls: 0 for no effect and ±100 for the full control effect; nearly all actives have a fitted effect of over 60% in size
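Huntingtin Q103 exon 1–GFP aggregates in induced PC12 cells (100 nM tebufenozide) were quantified by cytometry from lysates, with compounds dosed in titration.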
* = called active by the depositor; & = joins results of further samples; [ ] = remark or other dose. Unless noted, calls follow the shape of the dose curve; as a rule, active = well fitted curve in the direction sought with a large enough effect; inconclusive = small, poorly fitted or top-dose-only effect, or another doubt; inactive = no such curve, though single readings can be large; an effect the other way counts as inactive or inconclusive.

Screening Cc1cc2nc3c(=O)n(CCc4ccccc4)c(=O)[nH]c3nc2cc1N returned HTT cytoprotect -11%[10 µM], GAA glycogen -4%, GAA spleen mod -5%, CBFb-RUNX1 inh -8% and HTT aggregate -33%[9.22 µM].
For O=C(CC(C(=O)O)N1CCOCC1)Nc1ccc(Cl)cc1 (stereo not drawn) the results were HTT cytoprotect 7%[1.9 µM], GAA glycogen 2%, GAA spleen mod 0%, CBFb-RUNX1 inh -1%, GAA inh -2%, LMNA splice mod 2% and HTT aggregate -17%.
Screening COc1cc(C(=O)Nc2ccc(OCC(=O)O)cc2)cc(OC)c1OC returned HTT cytoprotect -5%, GAA glycogen -14%, GAA spleen mod -1%, CBFb-RUNX1 inh 6%, GAA inh -5%, LMNA splice mod -4% and HTT aggregate 1%[9.22 µM].
O=C1CN(c2nc3ccccc3n3cnnc23)CC(=O)N1CCc1ccccc1 was read as HTT cytoprotect 0%, GAA glycogen 0%, GAA spleen mod 4%, CBFb-RUNX1 inh 2%, GAA inh 1%, LMNA splice mod -14% and HTT aggregate 6%.
CCOC(=O)C1(CCCc2ccccc2)CCN(Cc2cn(CC)nc2C)CC1 was read as HTT cytoprotect -21%, GAA glycogen 6%, GAA spleen mod -18%, CBFb-RUNX1 inh 6%, GAA inh -7% and HTT aggregate -32%.
O=C(NC(=S)NCCC1=CCCCC1)c1ccc(Br)o1 was read as HTT cytoprotect -20%, GAA glycogen -23%, GAA spleen mod -19%, CBFb-RUNX1 inh -4%, GAA inh 3%, LMNA splice mod -13%[46 µM] and HTT aggregate 12%.
O=C(Oc1ccc(N(Cc2cccs2)C2=NS(=O)(=O)c3ccccc32)cc1)c1ccco1 was read as HTT cytoprotect 3%[1.9 µM], GAA glycogen 5%, GAA spleen mod 0%, CBFb-RUNX1 inh 9%, GAA inh -6%, LMNA splice mod -7% and HTT aggregate -24%.
`CCCN(CCC)C(=O)Cn1c(=O)c2sccc2n2c(=S)sc(-c3ccccc3)c12` gave HTT cytoprotect -10%[10 µM], GAA glycogen 4%, GAA spleen mod 1%, CBFb-RUNX1 inh 8% and HTT aggregate -15%[9.22 µM].
`O=C(NCc1ccccn1)c1ccc(CS(=O)(=O)Cc2ccc(Cl)cc2)o1` gave HTT cytoprotect -15%, GAA glycogen 7%, GAA spleen mod -1%, CBFb-RUNX1 inh -1%, GAA inh 2%, LMNA splice mod 13% and HTT aggregate 3%.
`COc1ccc(-c2cc3ccccc3[nH]2)cc1` gave HTT cytoprotect 14%[10 µM], GAA glycogen -5%, GAA spleen mod -1%, CBFb-RUNX1 inh -9% and HTT aggregate -21%[9.22 µM].
`Cc1ccc(NC(=S)N(CCCN(C)C)Cc2cc3cc4c(cc3[nH]c2=O)OCO4)c(C)c1` gave HTT cytoprotect -16%[10 µM], GAA glycogen -7%, GAA spleen mod 0%, CBFb-RUNX1 inh -4%, GAA inh 2%, LMNA splice mod inconclusive and HTT aggregate -13%[9.22 µM].
Cc1ccc(C(=O)Nc2ccccc2C(=O)N2CCCCCC2)cc1 was read as HTT cytoprotect 12%[10 µM], GAA glycogen 3%, GAA spleen mod -2%, CBFb-RUNX1 inh -1%, GAA inh -8%[15.4 µM] and HTT aggregate 1%[9.22 µM].
For CCNC(=O)COc1ccc(CC)cc1 the results were GAA glycogen 5%, GAA spleen mod -1%, CBFb-RUNX1 inh -2%, GAA inh -21%, LMNA splice mod 9% and HTT aggregate -5%.
For O=C(CNC(=O)c1ccccc1F)OC(C(=O)Nc1cc(C(F)(F)F)ccc1Cl)c1ccccc1 (stereo not drawn) the results were HTT cytoprotect 12%, GAA glycogen 6%, GAA spleen mod -4%, CBFb-RUNX1 inh -2%, GAA inh -8%, LMNA splice mod -5% and HTT aggregate -1%[9.22 µM].
Screening CC(=O)N[C@H](CS)C(=O)O returned HTT cytoprotect -48%[inhibitor], GAA spleen mod -10% and CBFb-RUNX1 inh -7%.
Screening CC1(C)CC(=O)C=C(NCCN2CCN(C(=O)Nc3ccc(Cl)cc3)CC2)C1 returned HTT cytoprotect -11%, GAA glycogen 8%, GAA spleen mod -5%, CBFb-RUNX1 inh 7%, GAA inh -11%, LMNA splice mod 6% and HTT aggregate 0%.
For CC(C)C(=O)Nc1ccc(C(=O)N2CCN(C(=O)c3ccco3)CC2)cc1 the results were HTT cytoprotect -24%, GAA glycogen 3%, GAA spleen mod -4%, CBFb-RUNX1 inh 7%, GAA inh -7%, LMNA splice mod 10% and HTT aggregate 0%.
O=C(OCC1CC(c2ccccn2)=NO1)c1ccc(Br)cc1 (stereo not drawn) was read as HTT cytoprotect -1%, GAA glycogen 1%, GAA spleen mod -6%, CBFb-RUNX1 inh 8%, GAA inh 0%, LMNA splice mod 9% and HTT aggregate -4%.
For NC(=O)C1=C[C@@H](C2CCCCC2)C[C@@H](OCCCCO)O1 the results were HTT cytoprotect 4%[10 µM], GAA glycogen -11%, GAA spleen mod -2%, CBFb-RUNX1 inh 4% and HTT aggregate -4%[9.22 µM].
Screening CCOc1ccc2nc(NC(NC(C)=O)(C(=O)OC)C(F)(F)F)sc2c1 (stereo not drawn) returned HTT cytoprotect -4%, GAA glycogen 10%, GAA spleen mod -1%, CBFb-RUNX1 inh 0%, GAA inh -7%, LMNA splice mod -5% and HTT aggregate 3%[9.22 µM].
Screening CCOc1ccccc1NC(=O)CN(C)S(=O)(=O)c1cccc2nsnc12 returned HTT cytoprotect 9%[10 µM], GAA glycogen 2%, GAA spleen mod -14%, CBFb-RUNX1 inh 0%, GAA inh -7%, LMNA splice mod -21% and HTT aggregate 4%.
Screening CC(=O)c1c(C)[nH]c(C(=O)Nc2cc(C)ccc2C)c1C returned HTT cytoprotect -26%, GAA glycogen 8%, GAA spleen mod 9%, CBFb-RUNX1 inh 2%, GAA inh 0%[15.4 µM], LMNA splice mod -7% and HTT aggregate -9%.
For Cc1ccc(C)c(NC(=O)Cn2c([N+](=O)[O-])cnc2C)c1 the results were HTT cytoprotect -11%, GAA glycogen inconclusive, GAA spleen mod -5%, CBFb-RUNX1 inh -3%, GAA inh inconclusive, LMNA splice mod 13% and HTT aggregate -8%.
`CC1CCCN(CC(=O)Nc2ccc(S(=O)(=O)N3CCCCC3)cc2)C1` (stereo not drawn) gave HTT cytoprotect inconclusive, GAA glycogen 7%, GAA spleen mod -7%, CBFb-RUNX1 inh 6%, GAA inh 2%, LMNA splice mod -1% and HTT aggregate 2%.
COC(=O)c1cc(Cl)c(NC(=O)/C=C/c2ccc(Cl)cc2)cc1OC was read as HTT cytoprotect 15%[10 µM], GAA glycogen 1%, GAA spleen mod 4%, CBFb-RUNX1 inh 4%, GAA inh 8%, LMNA splice mod -5% and HTT aggregate -12%.
C=C1CC2C3C=C(C)C4=CC(=O)CCC4(C)C3CCC2(C)[C@@]1(OC(C)=O)C(C)=O (stereo partly drawn) was read as HTT cytoprotect 5%, LMNA splice mod inconclusive and HTT aggregate -4%.
`Cc1ccc(NS(=O)(=O)c2cc(NC(=O)c3cc4c(s3)CCCC4)ccc2C)c(C)c1` gave HTT cytoprotect 1%[0.074 µM], GAA glycogen -3%, GAA spleen mod 1%, CBFb-RUNX1 inh -5%, GAA inh -16%, LMNA splice mod inconclusive and HTT aggregate inconclusive.
COC(=O)[C@@H]1C[C@H]2CC[C@H](O)C[C@H]2N1Cc1ccc(C(F)(F)F)cc1 was read as HTT cytoprotect -24%, GAA glycogen -9%, GAA spleen mod -3%&0%, CBFb-RUNX1 inh 7%&7% and HTT aggregate 6%[9.22 µM].
For CC(C)N(Cc1cc2ccccc2[nH]c1=O)C(=O)C1CCCCC1 the results were HTT cytoprotect -5%, GAA glycogen 1%, GAA spleen mod -6%, CBFb-RUNX1 inh 6%, GAA inh -1%, LMNA splice mod 1% and HTT aggregate -13%.
Screening C=CC[n+]1c(C)csc1Nc1ccc(C)cc1 returned HTT cytoprotect -1%, GAA glycogen 1%, GAA spleen mod 8%, CBFb-RUNX1 inh -11%, GAA inh inconclusive, LMNA splice mod 10%[9.22 µM] and HTT aggregate 11%.
CCCCOc1ncnc2c1[nH]c1ccc(OC)cc12 was read as HTT cytoprotect -27%, GAA glycogen 11%, GAA spleen mod -3%, CBFb-RUNX1 inh 9%, GAA inh -3%, LMNA splice mod 5% and HTT aggregate 5%.
O=c1[nH]c(=O)n([C@@H]2C[C@H](O)[C@H](CO)O2)cc1I was read as HTT cytoprotect inconclusive, GAA spleen mod 2%[29.1 µM], CBFb-RUNX1 inh inconclusive, LMNA splice mod inconclusive and HTT aggregate 5%[20.6 µM].

Among those listed so far, these contain a Cl atom.
For O=C(CC(C(=O)O)N1CCOCC1)Nc1ccc(Cl)cc1 (stereo not drawn) the results were HTT cytoprotect 7%[1.9 µM], GAA glycogen 2%, GAA spleen mod 0%, CBFb-RUNX1 inh -1%, GAA inh -2%, LMNA splice mod 2% and HTT aggregate -17%.
`O=C(NCc1ccccn1)c1ccc(CS(=O)(=O)Cc2ccc(Cl)cc2)o1` gave HTT cytoprotect -15%, GAA glycogen 7%, GAA spleen mod -1%, CBFb-RUNX1 inh -1%, GAA inh 2%, LMNA splice mod 13% and HTT aggregate 3%.
For O=C(CNC(=O)c1ccccc1F)OC(C(=O)Nc1cc(C(F)(F)F)ccc1Cl)c1ccccc1 (stereo not drawn) the results were HTT cytoprotect 12%, GAA glycogen 6%, GAA spleen mod -4%, CBFb-RUNX1 inh -2%, GAA inh -8%, LMNA splice mod -5% and HTT aggregate -1%[9.22 µM].
Screening CC1(C)CC(=O)C=C(NCCN2CCN(C(=O)Nc3ccc(Cl)cc3)CC2)C1 returned HTT cytoprotect -11%, GAA glycogen 8%, GAA spleen mod -5%, CBFb-RUNX1 inh 7%, GAA inh -11%, LMNA splice mod 6% and HTT aggregate 0%.
COC(=O)c1cc(Cl)c(NC(=O)/C=C/c2ccc(Cl)cc2)cc1OC was read as HTT cytoprotect 15%[10 µM], GAA glycogen 1%, GAA spleen mod 4%, CBFb-RUNX1 inh 4%, GAA inh 8%, LMNA splice mod -5% and HTT aggregate -12%.

Screening results (PubChem BioAssay)
